# PP5 inh: PP5 (human) phosphatase inhibition. purified PP5c, OMFP substrate fluorescence. inhibition, % at 6.7 µM. 0.18% of 320,000 active. AID 1987;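 active means inhibition above the campaign's mean inhibition across all tested compounds plus 3 SD, cut at about 9.5% in these data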;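 further: 0% = DMSO only and 100% = 100 µM cantharidin control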
# Target sequence (P53041 whole entry, looked up): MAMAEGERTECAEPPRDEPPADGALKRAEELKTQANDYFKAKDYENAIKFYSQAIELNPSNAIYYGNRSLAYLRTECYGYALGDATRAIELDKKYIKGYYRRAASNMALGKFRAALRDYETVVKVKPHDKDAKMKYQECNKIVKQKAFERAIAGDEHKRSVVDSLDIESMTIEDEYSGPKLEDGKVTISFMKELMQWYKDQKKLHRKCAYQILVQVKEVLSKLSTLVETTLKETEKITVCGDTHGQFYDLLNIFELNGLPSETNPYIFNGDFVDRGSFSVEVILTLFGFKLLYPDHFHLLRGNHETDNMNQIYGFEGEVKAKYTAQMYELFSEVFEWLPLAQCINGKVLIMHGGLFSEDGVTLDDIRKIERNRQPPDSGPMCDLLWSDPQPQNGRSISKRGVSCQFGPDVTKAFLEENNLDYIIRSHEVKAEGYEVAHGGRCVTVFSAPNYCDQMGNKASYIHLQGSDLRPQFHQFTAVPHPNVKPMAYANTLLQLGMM
# PP1 inh: counter-screen for PP5 inhibitors: inhibitors of human PP1-alpha; P62136; 0.9% of 320,000 active; AID 2235; inhibition, % at 6.7 µM; purified PP1alpha, OMFP fluorescence;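 active means inhibition above the mean inhibition of all tested compounds plus 3 SD, computed separately for each screening campaign, cut at about 15% in these data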
# PREPL inh: human PREPL enzyme inhibition; 0.68% of 320,000 active; inhibition, % at 5.96 µM; Q4J6C6; recombinant PREPL, fluorescence polarization activity-based probe; in the data active means inhibition above about 43%;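 further: 0% = enzyme with DMSO and 100% = wells lacking enzyme; many of its hits are not listed in these tables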
# Efflux pump mplx: blocks antifungal efflux pumps in multiplex yeast assay; S. cerevisiae Candida pump triplex, Nile Red efflux; inhibition, % at 10 µM; 0.44% of 330,000 active; AID 485275;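 active means plate passing quality check with inhibition over a set limit, or well fluorescence over plate mean plus 4 SD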;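 further: Nile Red retained in pooled yeast measured as flow cytometry median fluorescence; 0% = buffer negative control and 100% = Enniatin B positive control; higher means more Nile Red kept so more efflux inhibition; some compounds called inactive have numbers as strong as hits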
# LYPLA2 inh: counter-screen for PME1 inhibitors: inhibitors of human LYPLA2; recombinant LYPLA2, FP-Rh probe fluorescence polarization; 0.38% of 320,000 active; O95372; inhibition, % at 5.9 µM; AID 2177;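 active means inhibition above the screen-wide mean plus 3 SD, limit set per campaign, cut at about 26% in these data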;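 further: 0% = LYPLA2 with DMSO and 100% = wells lacking LYPLA2 enzyme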
# JMJD2C inh: inhibitors of human GASC-1 (JMJD2C) demethylase; 0.069% of 330,000 active; inhibition, % at 2.35 µM; AID 2099; GST-JMJD2C(1-420) H3K9me3 demethylation, DELFIA europium; Q9H3R0;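 active means more than half of a compound's replicate wells show inhibition beyond 50%, single wells judged on their own value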;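 further: signal counts dimethyl H3K9 product captured on neutravidin plate; 0% = median of DMSO wells and 100% = 0.3 times that DMSO median; strong numbers were not always called active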
# Target sequence (Q9H3R0 1-420 limits assumed): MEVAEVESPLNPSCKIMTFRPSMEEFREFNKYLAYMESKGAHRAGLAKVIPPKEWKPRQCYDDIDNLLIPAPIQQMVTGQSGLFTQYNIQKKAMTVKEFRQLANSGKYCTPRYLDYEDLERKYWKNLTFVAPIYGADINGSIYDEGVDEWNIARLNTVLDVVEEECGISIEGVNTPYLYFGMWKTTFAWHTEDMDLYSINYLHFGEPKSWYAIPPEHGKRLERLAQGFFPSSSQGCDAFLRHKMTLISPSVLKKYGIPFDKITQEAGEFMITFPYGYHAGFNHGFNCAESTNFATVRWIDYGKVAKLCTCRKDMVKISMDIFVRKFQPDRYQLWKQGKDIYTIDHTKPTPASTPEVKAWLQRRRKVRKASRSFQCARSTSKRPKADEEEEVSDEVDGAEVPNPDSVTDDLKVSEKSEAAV
# TPT1 inhibitor: C. albicans TPT1 enzyme inhibition; recombinant caTPT1, FP RNA substrate dephosphorylation; inhibition, % at 5 µM; 0.81% of 300,000 active;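 active means inhibition above the mean of all tested compounds plus 3 SD, set per screening campaign, cut at about 24% in these data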;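 further: plate controls were DMSO alone for no effect and ferristatin control at 100 nM for full effect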
# core dimer inh: HCV core protein dimerization inhibition; TR-FRET GST/Flag-core106 dimerization, 1536-well; 0.33% of 300,000 active; AID 1899; inhibition, % at 5 µM;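 active means inhibition above the mean of all tested compounds plus 3 SD, set per screening campaign, cut at about 45% in these data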
#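 Assay system: tagged HCV core106 pair (GST and Flag); medium: KF-containing HEPES buffer, pH 7.45, DTT, CHAPS, BSA; also added: Eu donor and XL665 acceptor anti-tag antibodies; dosing: 5 µM single dose; timing: compound-protein-antibody incubation 4 h at 22.5 °C; signal: TR-FRET 671 and 617 nm emission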
# Fh CTSL1 inh: cathepsin L1 inhibition, PFM18AAP counter-screen; recombinant F. hepatica cathepsin L1, Z-Leu-Arg-MCA fluorescence; inhibition, % at 5.96 µM; 0.49% of 300,000 active;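 active means inhibition above the mean of all tested compounds plus 3 SD, set per screening campaign, cut at about 17% in these data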;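 further: 0% = plate median of test compound wells and 100% = 1 µM Z-Phe-Ala-diazomethylketone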
# * = called active by the depositor; i = inactive; x = no result given. Not all compounds are listed; count on the stated rates, not on these rows.
SMILES,PP5 inh,PP1 inh,PREPL inh,Efflux pump mplx,LYPLA2 inh,JMJD2C inh,TPT1 inhibitor,core dimer inh,Fh CTSL1 inh
CCOc1ccc(C(=O)CSc2nnc(C3CC3)n2C)cc1,4.1,-1,9,0.0,2,5,-4,8,-2
Cc1n[nH]c(=O)c2c(NC(=O)CSc3nn(-c4ccccc4)c(=S)s3)oc(C)c12,-2.4,-2,20,-0.1,-7,3,3,-5,3
CN(C)CCn1c(N)nc2ccccc21,-0.2,2,-2,0.1,6,0,0,0,-4
CCOc1ccc(Nc2cc(Nc3ccccc3OCC)nc(C=C(C#N)C#N)n2)cc1,0.0,2,7,0.1,-1,-7,-1,2,-1
c1ccc(Nc2ccccn2)cc1,-0.3,-1,0,0.0,3,-25,-5,0,3
Nn1c(SCC(=O)N2CCCc3ccccc32)nncc1=O,-0.3,0,-3,0.1,2,-1,4,-5,3
Cc1ccccc1OCC(=O)Nc1cccc(S(=O)(=O)NC2=NCCC2)c1,-0.2,-4,18,0.0,2,-3,x,x,x
COc1ccccc1C1c2ccc3ccccc3c2Oc2ncn(CCN(C)C)c(=N)c21 (configuration not stated),1.6,2,-16,0.1,1,-19,-1,-3,6
O=C(NCc1cccs1)C1CCCN1C(=O)Nc1ccc(F)cc1 (configuration not stated),1.8,-1,-9,0.1,-3,-6,1,-2,1
COC(=O)c1nnn(-c2cc(Cl)cc(Cl)c2)c1C(=O)OC,-3.0,-3,1,0.0,-3,-9,1,1,3
CCOC(=O)C1=C[C@]2(CC)CCCN3CCc4c(n1c1ccccc41)[C@@H]32,2.2,3,-7,0.0,4,-4,3,0,-1
O=C(NC1CC1)C1=C[C@@H](c2c[nH]c3ccccc23)C[C@@H](OCc2ccc(CO)cc2)O1,3.5,4,36,0.0,0,83,6,-8,-1

# Part of the list above, with values under each structure.
# Each structure is followed by: PP5 inh, PP1 inh, PREPL inh, Efflux pump mplx, LYPLA2 inh, JMJD2C inh, TPT1 inhibitor, core dimer inh, Fh CTSL1 inh
- O=C(NCc1cccs1)C1CCCN1C(=O)Nc1ccc(F)cc1 (configuration not stated)
 : 1.8, -1, -9, 0.1, -3, -6, 1, -2, 1
- COC(=O)c1nnn(-c2cc(Cl)cc(Cl)c2)c1C(=O)OC
 : -3.0, -3, 1, 0.0, -3, -9, 1, 1, 3
- CCOc1ccc(C(=O)CSc2nnc(C3CC3)n2C)cc1
 : 4.1, -1, 9, 0.0, 2, 5, -4, 8, -2

# New compounds follow:
SMILES,PP5 inh,PP1 inh,PREPL inh,Efflux pump mplx,LYPLA2 inh,JMJD2C inh,TPT1 inhibitor,core dimer inh,Fh CTSL1 inh
CCC(=O)Nc1c(C(=O)N2CCCCCC2)cnn1-c1ccc(C)c(C)c1,3.5,-3,10,-0.1,10,4,-6,1,4
COc1ccc(/C=N/NC(=O)c2nnn(-c3nonc3N)c2-c2cccs2)cc1OC,5.0,-3,17,0.0,2,13,0,-3,2
O=C(NCCCO)c1cc2ccccc2[nH]1,-4.3,-2,8,0.0,-5,-13,-1,-2,-3
O=[N+]([O-])c1cc([N+](=O)[O-])c2c(=Nc3ccccc3)n(-c3ccccc3)n(O)c2c1,0.3,11,30,0.1,11,2,-2,28,2
COc1ccc(N2C(=O)CC(S/C(N)=N/N=C(\C)c3cccs3)C2=O)cc1 (configuration not stated),1.4,0,6,0.1,-1,150,1,-4,7
Cc1ccccc1OCC(=O)Nc1c2c(nn1C(C)(C)C)CS(=O)(=O)C2,2.2,0,13,0.1,3,0,5,-14,2
COc1ccc(-c2onc3ccc(Cl)cc23)cc1,2.3,-4,-6,0.0,0,11,-4,4,0
CCOC(=O)c1ccccc1NC(=O)c1ccc(N(C)S(C)(=O)=O)cc1,1.4,-1,12,0.0,3,-3,0,1,-3
CCN(CC(=O)Nc1c(F)cccc1F)C(=O)CNC(=O)COc1ccccc1,-1.6,-6,-4,0.1,-6,-4,1,2,-3
C#Cc1ccc([C@H]2C=C(C(=O)N3CCN(Cc4ccccc4)CC3)O[C@@H](OCC)[C@@H]2CCCO)cc1,5.6,8,18,x,-2,-12,1,-12,4
O=C(CNC(=O)C(c1ccccc1)c1ccccc1)N/N=C/c1cccnc1,3.3,-6,-16,-0.1,-2,-2,1,5,-2
COC(=O)Cn1nnc(-c2cccc(OC)c2)n1,-0.4,-2,15,0.1,0,1,-1,7,6
Cc1ccc(S(=O)(=O)NCCC(=O)Nc2ccncc2)cc1C,0.8,-3,7,0.0,0,1,3,0,-1
CCOC(=O)c1nnn(-c2nonc2-n2cccc2)c1C,0.1,-4,-12,0.0,-1,-5,-4,7,-3
CN(CC(=O)Nc1ccccc1N1CCOCC1)CC(=O)Nc1ccc(F)c(F)c1F,-1.4,0,14,0.1,2,-7,-2,4,-3
O=C(CCC1CCCCC1)Nc1cccnc1,0.7,-5,25,0.2,-2,8,2,1,-7
O=C(Nc1ccc(S(=O)(=O)N2CCc3ccccc32)cc1)C(F)(F)F,2.5,-4,1,0.0,-1,0,1,-6,0
CCn1c2ccccc2c2nnc(SCC(=O)Nc3ncccn3)nc21,2.1,2,2,0.4,4,4,-2,1,-1
Cc1ccc(C2=NOC(C)(c3nnc(-c4cccc(Cl)c4)o3)C2)cc1 (configuration not stated),2.5,1,-30,-0.2,0,-9,-3,-11,0
Cc1nn(Cc2ccc(Cl)cc2Cl)c(C)c1NC(=O)NC12CC3CC(CC(C3)C1)C2,3.1,8,0,0.1,-5,-13,-4,21,1
C/C(=N\NC(=O)c1cc(-c2ccncc2)nc2ccccc12)c1ccc(OC(F)F)cc1,1.3,-5,-8,-0.1,4,1,-3,7,5
Cc1ccc(C(C)C)c(OCC(=O)Nn2c(=O)[nH]c3ccccc3c2=O)c1,3.8,0,0,-0.2,0,-5,-7,-10,-32
Cc1ccc(NC(=O)/C(C#N)=N/Nc2ccc(C(=O)O)cc2)c(C)c1,-1.7,0,9,-0.1,-4,1,-5,-4,7
CSCCC(NC(=O)c1ccc(Cl)cc1Cl)C(=O)NCc1ccncc1 (configuration not stated),0.7,-6,8,-0.1,8,4,-6,-1,-3
COC(=O)[C@@]1(Cc2ccc(F)cc2)[C@H]2c3cc(C(=O)N4CCCC4)n(CCc4ccc(O)c(O)c4)c3C[C@H]2CN1C(=O)c1ccccc1,0.6,-2,28,-0.2,-3,-80,-3,-1,3
Cn1c(SCC(=O)Nc2ccccc2Br)nnc1-c1cnccn1,2.0,-1,-4,-0.1,1,2,-3,-2,-3
O=C(CN(C(=O)CNC(=O)c1cccs1)c1cccc(F)c1)NC1CCCCC1,0.1,-2,5,0.0,-3,0,2,-20,-5
Cc1ccc(N=C(N)N=C(N)N)cc1,3.0,-4,9,0.5,-4,3,3,-2,-3
CCOC(=O)CCc1c(C)nc(SCC(=O)O)c(C#N)c1C,-0.1,0,-1,0.5,-4,5,-1,1,-4
CCOc1ccccc1NC(=O)NNS(=O)(=O)c1ccc([N+](=O)[O-])cc1,2.3,6,0,0.1,4,-27,4,-2,2
CCCNC(=O)COC(=O)c1[nH]c(C)c(C(=O)OCC)c1C,-0.8,-2,5,-0.1,3,-4,-1,3,-2
Oc1ccccc1-c1cc(-c2cccc(F)c2)n[nH]1,4.8,4,-48,-0.2,-22,-3,1,-3,2
O=C(Nc1nnc(COc2ccc(F)cc2)s1)c1ccco1,0.8,-3,1,0.0,2,2,-1,4,1
Cc1c(C(=O)OCC2CCCO2)[nH]c2c1C(=O)CC(c1ccco1)C2 (configuration not stated),-0.7,3,-6,0.0,3,17,7,86*,0
N=P(N1CCOCC1)(N1CCOCC1)C12CC3CC(CC(C3)C1)C2,3.6,-4,-2,0.0,7,-29,-1,1,-3
COc1ccc(-c2noc(-c3cc4ccccc4oc3=O)n2)cc1,-0.6,-4,-11,0.0,-1,1,-1,-2,-1

# 6 compounds from above, showing only Efflux pump mplx, Fh CTSL1 inh and TPT1 inhibitor.
mol	Efflux pump mplx	Fh CTSL1 inh	TPT1 inhibitor
CCOc1ccccc1NC(=O)NNS(=O)(=O)c1ccc([N+](=O)[O-])cc1	0.1	2	4
CCCNC(=O)COC(=O)c1[nH]c(C)c(C(=O)OCC)c1C	-0.1	-2	-1
Oc1ccccc1-c1cc(-c2cccc(F)c2)n[nH]1	-0.2	2	1
O=C(Nc1nnc(COc2ccc(F)cc2)s1)c1ccco1	0.0	1	-1
Cc1c(C(=O)OCC2CCCO2)[nH]c2c1C(=O)CC(c1ccco1)C2 (configuration not stated)	0.0	0	7
N=P(N1CCOCC1)(N1CCOCC1)C12CC3CC(CC(C3)C1)C2	0.0	-3	-1

# Continuation:
SMILES,PP5 inh,PP1 inh,PREPL inh,Efflux pump mplx,LYPLA2 inh,JMJD2C inh,TPT1 inhibitor,core dimer inh,Fh CTSL1 inh
CCNC(=O)C12CCC(C)(C(=O)C1Br)C2(C)C (configuration not stated),-1.4,-3,10,0.2,1,7,4,-10,1
Cc1c(NC(=O)C23CC4CC(CC(Br)(C4)C2)C3)c(=O)n(-c2ccccc2)n1C,0.4,1,0,0.0,1,3,-1,1,1
O=C(COc1ccc(Br)cc1)NC1CC1,-1.2,0,-1,-2.4,6,7,0,-4,1
N#Cc1ccc(CN2CCN(C(=O)CCNS(=O)(=O)c3ccc(F)c(F)c3)CC2)cc1,-3.6,-1,-1,0.1,22,4,x,x,x
COc1ccccc1N1CC(C(=O)Nc2nnc(SCC(=O)N3CCCC3)s2)CC1=O (configuration not stated),2.7,-1,4,0.2,-2,1,3,1,3
CC(=O)c1ccc(N(C(=O)Cn2nnc3ccccc32)C(C(=O)NCc2ccccc2)c2ccccn2)cc1 (configuration not stated),0.4,0,14,-0.1,3,-4,1,-3,-4
COC(=O)[C@H](Cc1ccccc1)NC(=O)NCC1CCCO1 (some centres not stated),1.7,7,1,0.1,4,1,3,-4,-1
CCN(CC)C(=O)Cn1c(=O)n(Cc2ccc(F)cc2)c(=O)c2sccc21,5.4,-6,-2,0.3,-1,i,0,-5,-2
CC(C)(C)n1nnnc1C(c1ccccn1)N1CCN(C(c2ccccc2)c2ccccc2)CC1 (configuration not stated),2.5,-4,14,0.0,3,7,-3,4,6
CC(Sc1nccn1C)C(=O)Nc1ccc(C(N)=O)cc1 (configuration not stated),-2.9,-5,-1,0.1,-1,-18,0,0,0
COc1ccc(C(=O)N2CCN=C2SC)cc1OC,3.0,1,0,0.1,13,-5,-5,-4,2
COC(=O)c1ccc(COC(=O)CNC(=O)c2ccc(C)s2)cc1,1.0,-3,8,-0.1,-2,3,x,x,x
